Screens as filed in PubChem BioAssay.
MBNL1 CUG block: MBNL1-poly(CUG) RNA binding inhibition; AID 2675; TR-FRET MBNL1-His/biotin-(CUG)12 binding, 665/545 ratio; 0.036% of 280,000 active; Potency, µM (highest dose often 57.5 µM), without a hit: at the highest dose activity change, negative = inhibition, usual class: inhibitors; active = well fitted inhibition curve with a large enough effect in the signal ratio, with a control signal flat, not every such curve was filed as active; inconclusive = small, poorly fitted or top-dose-only effect, or effect the other way, or a change in a side signal; inactive = no such curve, though single readings can be large or run the other way; the % refers to the signal ratio; also: potency is read from the fitted curve at half-maximal effect; % is scaled to controls: 0 for no effect and ±100 for the full control effect
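TR-FRET between His-tagged MBNL1 and biotin-(CUG)12 RNA, detected with Tb anti-His antibody (0.055 ng/ul) and streptavidin-XL665 (5 nM), 60 min at room temperature. Compounds titrated 92 nM to 58 uM; 665/545 nm ratio normalized to buffer and complex controls.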
CXXC DNA block: blocks binding of human MLL CXXC domain to DNA; 0.037% of 290,000 active; MLL-CXXC / FITC-HOXA9 DNA fluorescence polarization; Potency, µM (doses to about 115 µM), for the others: at the highest dose activity change, negative = inhibition, most hits filed as inhibitors; active = well fitted inhibition curve with a large enough effect in the polarisation, with a control signal flat, not every such curve was filed as active; inconclusive = small, poorly fitted or top-dose-only effect, or effect the other way, or a change in a side signal; inactive = no such curve, though single readings can be large or run the other way; the % refers to the polarisation; also: potency is read from the fitted curve at half-maximal effect
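Fluorescence polarization: 7 uM MLL-CXXC (stock) preincubated 5 min with compounds, then 50 nM fluorescein-HOX-A9 DNA (stock) added; 30 min ambient. Buffer 50 mM Tris-HCl pH 7.5, 50 mM NaCl, 1 mM DTT, 0.05% BSA.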
KCNH2 WT inh: inhibitors of human wildtype KCNH2 potassium channel. Q12809. U2OS, BacMam KCNH2, thallium flux FluxOr; stronger effect = lower value. 0.37% of 340,000 active. activity change, % at 1.84 µM;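 active = maximum activity change below -70%; inconclusive = maximum activity change between -70% and -50%; inactive = maximum activity change above -50%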; also: % is scaled to controls: 0 for no effect and ±100 for the full control effect
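U2OS cells were transduced with wild-type KCNH2 virus (2.03 x 10^8 / mL) for 4 h at room temperature, then cultured overnight at 37 C. Thallium flux was read with FluxOr dye. Rate constants were normalized to DMSO controls.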
KCNH2 3.1 block: KCNH2 3.1 (human) potassium channel inhibition; 0.95% of 340,000 active; U2OS KCNH2 3.1, thallium flux FluxOr; stronger effect = lower value; activity change, % (tested at about 1.8 µM);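 active = maximum activity change below -70%; inconclusive = maximum activity change from -70% to -50%; inactive = maximum activity change above -50%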;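 also: thallium influx rate constant from kinetic fluorescence after stimulation buffer; % is scaled to controls: 0 for no effect and ±100 for the full control effect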
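Thallium flux read-out: FluxOr dye with Red40 quencher in HBSS/HEPES, 45 min at RT. Rate constants from kinetic reads were normalized to positive and negative DMSO controls. Cells: U2OS virally expressing the 3.1 isoform.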
S-ASM inh: blocks human secretory acid sphingomyelinase. AID 504937. Potency, µM (titrated, usually from 57.5 µM), without a hit: at the top dose activity change, negative = inhibition, most hits filed as inhibitors. 0.006% of 340,000 active. placental ASM, HMU-PC fluorogenic substrate, 60 min. P17405; also: potency is read from the fitted curve at half-maximal effect
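Steps: dispense placental human ASM, pin compound, wait 10 min at room temperature, add HMU-PC0 substrate at 9 uM final, incubate 60 min at 37 °C, add stop solution raising pH to 10, read fluorescence.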
Integrin act MD: integrin-mediated muscular dystrophy alleviation activation. Potency, µM (doses to about 38.3 µM), for the others: top-dose activation, actives largely listed as activators. AID 624291. 0.064% of 350,000 active. alpha7betagal myoblasts, beta-gal FDG fluorescence, 48 h;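 also: potency is read from the fitted curve at half-maximal effect; 100% = response of the positive control SU9516; nearly all actives have a fitted effect of over 60% in size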
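alpha7betagal+/- myoblasts (passage 13, 250/well) treated 48 h at 37C with compounds at 1:260 dilution of DMSO stock. Lysed, then beta-galactosidase activity read as FDG fluorescence (ex 480/em 540) after 30 min, with pre-read for autofluorescence.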
GALK inh: blocks human galactokinase activity; Potency, µM (doses to about 57.5 µM), inactives show at the highest dose activity change, negative = inhibition, most hits filed as inhibitors; Purified GALK, Kinase-Glo residual ATP luminescence; 0.007% of 270,000 active; P51570; also: potency is read from the fitted curve at half-maximal effect; % is scaled to controls: 0 for no effect and ±100 for the full control effect
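Quantitative HTS: GALK 5 nM, ATP 35 uM, galactose 100 uM, 1 h room temperature, then luciferase-based ATP detection.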
Coupling enz: coupling enzyme interference in Giardia aldolase counter-screen | coupling enzyme system counterscreen, AmpLite Red fluorescence | activity change, negative = inhibition, % at 58.2 µM, hits read low | 0.67% of 290,000 active; in the data active = activity change below about -30%; also: % is scaled to controls: 0 for no effect and ±100 for the full control effect
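Coupling enzymes only (glyceraldehyde-3-phosphate) + compound, at 57.5 uM final, 10 min RT; add substrate/coupling/AmpLite Red mix, 20 min RT; fluorescence ex 525/em 598 nm. Actives flag coupling-system interference.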
TRPV1 agonist: agonists of human vanilloid receptor 1 (TRPV1); TRPV1-expressing cells, Fluo-8 calcium influx, agonist mode; activation, % at 8.33 µM; 0.19% of 320,000 active; Q8NER1; in the data active = activation above about 80%; inconclusive = between about 30% and that limit; also: 0% is about no effect
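Cells expressing TRPV1 were dye-loaded with Fluo-8 and read kinetically: 10 s baseline, 3 min after compound (agonist portion), then 2 min after EC20 capsaicin (allosteric enhancer portion). Calcium-bound dye fluorescence at 480/520 nm.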
A-T KAP1 phos: potential ataxia-telangiectasia treatment; […] A-T fibroblasts, KAP-1 phosphorylation AlphaLISA; neocarzinostatin DNA damage 30 min before lysis; Potency, µM (top dose mostly 57.5 µM), for inactives: top-dose activation, most hits filed as activators; 0.19% of 320,000 active; AID 485349; also: potency is read from the fitted curve at half-maximal effect; % of control where 0% means no effect; nearly all actives have a fitted effect of over 45% in size
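hTERT-immortalized A-T patient fibroblasts ([…]), 500 cells/well in OPTI-MEM, 1% FBS, got compounds for 60 min, then NCS for 30 min at 37C. Lysates were then assayed for phospho-KAP-1 by AlphaLISA (anti-pKAP1 donor, anti-KAP1 acceptor beads), 6 hr at 25C.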
* hit, by the source's call; ? = inconclusive; / = no result given; & = joins results of further samples; [ ] = another dose, or the depositor's remark. Unless noted, calls follow the shape of the dose curve; as a rule, active = well fitted curve in the direction sought with a large enough effect; inconclusive = small, poorly fitted or top-dose-only effect, or another doubt; inactive = no such curve, though single readings can be large; an effect the other way counts as inactive or inconclusive. Not a hit list; overall some 2% were active at least once.

SMILES	MBNL1 CUG block	CXXC DNA block	KCNH2 WT inh	KCNH2 3.1 block	S-ASM inh	Integrin act MD	GALK inh	Coupling enz	TRPV1 agonist	A-T KAP1 phos
Cc1[nH]nc(SCC(=O)NC2CCCCC2)c1[N+](=O)[O-]	9%	11%	4	6	3%	4%	-2%	-4	1	-1%
O=C1NCCN(Cc2cccc(Oc3ccccc3)c2)C1CC(=O)N1CCCCC1 (stereo not given)	2%	-3%	3	-11	37%	-7%	2%	/	1	-11%
COc1ccc(CCNC(=O)CN2CCN(Cc3ccccc3F)C2=O)cc1OC	-8%	3%	4	36	8%	-7%	4%	3	0	-2%
CC(C)NC(=O)C1CCN(C2CCN(CC3CC=CCC3)CC2)CC1 (stereo not given)	-15%	3%	2	/	3%	-28%	-2%	5	0	5%
CCOC(=O)C1=NNC2(CC(=O)N(c3cc(C)cc(C)c3)C2=O)C1 (stereo not given)	0%	-4%	-4	-1	5%	?	5%	6	2	-6%
Cc1cccc(Cn2c(N3CCN(c4ccccc4)CC3)nc3c2c(=O)n(C)c(=O)n3C)c1	-8%	3%	4	5	-1%	13%	0%	0	0	-2%
O=C(CC1SC(=NC2CCCCC2)NC1=O)Nc1ccccc1 (stereo not given)	-11%	-1%	-1	0	4%	10%	0%	1	3	0%
CC1CC(C)CN(C(=O)COc2ccc(-c3nnco3)cc2)C1 (stereo not given)	-13%	-5%	-6	0	0%	16%	-1%	1	0	7%
O=C(/C=C/c1ccc(S(=O)(=O)NCc2ccco2)cc1)NCc1ccccc1Cl	?	4%	-3	-12	-3%	-11%	2%	1	0	1%
CCC/C=C(\CCC)C(NC(=O)OCC(C)C)c1ccc(C(=O)OC)cc1 (stereo not given)	5%	8%	-4	-11	-4%	-23%	/	-2&-7	24	-2%
COc1ccc(CN(CCN(C)C)Cc2ccccc2)c(OC)c1	9%	-5%	11	-17	0%	-2%	5%	0	6	18%
CCC(C)(C)n1nnnc1C(c1ccc(C)cc1)N1CCN(Cc2cccnc2)CC1 (stereo not given)	4%	5%	9	-15	6%	-22%	4%	2	7	-4%
CN(Cc1nc2ccccc2c(=O)[nH]1)C(=O)COc1ccccc1Cc1ccccc1	/	/	-1	-16	-11%	-2%	/	/	11	9%
COc1ccccc1N1CCN(C(=O)c2ccccc2Oc2ccccc2)CC1	-9%	1%	7	-5	-3%	0%	4%	0	2	21%
Cc1sc(NC(=O)Cc2ccc3c(c2)OCO3)nc1-c1ccc2c(c1)CCN2C(=O)c1ccc(F)cc1	-4%	2%	-4	-3	0%	-3%	-1%	-2	-5	7%
C#CC(CC)(CC)NC(=O)c1c(C)noc1C	2%	9%	-13	4	-2%	-4%	2%	3	2	-4%
COc1ccccc1Nc1ncccc1[N+](=O)[O-]	?	-13%	3	12	-1%	6%	6%	1	-1	3%
CCOC(=O)C1=C(C)OC(N)=C(C#N)C1C1CCCCC1 (stereo not given)	-9%	20%	-8	-8	-5%	-11%	3%	3	17	10%
COc1ccccc1C1C(C#N)=C(N)N(c2cccnc2)C2=C1C(=O)CC(C)(C)C2 (stereo not given)	?	6%	-2	1	0%	-1%	-5%	-2	-2	4%
Fc1ccc(C2=Nn3c(nnc3-c3n[nH]c4c3CCC4)SC2)cc1	-7%	5%	-1	-1	-12%	23%	2%	1	23	10%

Among those listed so far, these have a cyano group.
SMILES	MBNL1 CUG block	CXXC DNA block	KCNH2 WT inh	KCNH2 3.1 block	S-ASM inh	Integrin act MD	GALK inh	Coupling enz	TRPV1 agonist	A-T KAP1 phos
CCOC(=O)C1=C(C)OC(N)=C(C#N)C1C1CCCCC1 (stereo not given)	-9%	20%	-8	-8	-5%	-11%	3%	3	17	10%
COc1ccccc1C1C(C#N)=C(N)N(c2cccnc2)C2=C1C(=O)CC(C)(C)C2 (stereo not given)	?	6%	-2	1	0%	-1%	-5%	-2	-2	4%

Next records follow:
SMILES	MBNL1 CUG block	CXXC DNA block	KCNH2 WT inh	KCNH2 3.1 block	S-ASM inh	Integrin act MD	GALK inh	Coupling enz	TRPV1 agonist	A-T KAP1 phos
COc1ccc(-c2cc(C(F)(F)F)nc(-n3cncn3)n2)cc1	-17%	21%	0	?	13%	12%	3%	0	2	-4%
COC(=O)c1c(NC(=O)CSc2nnc(-c3cccnc3)n2Cc2ccco2)sc(C)c1C	3%	-5%	14	2	-2%	-41%	4%	-3	3	-5%
CC1CCc2c(sc3ncn(N)c(=N)c23)C1 (stereo not given)	-3%	-9%	-8	-21	3%	26%	-2%	0	7	15%
O=C(N/N=C/c1cccc2ccccc12)c1ccc(CN2CCOCC2)cc1	?	11%	6	5	1%	-14%	0%	-3	0	-5%
COC(c1ccccc1)c1nnc(CCC(=O)N(C)CCc2ccccc2)o1 (stereo not given)	-9%	-2%	1	/	2%	20%	0%	-1	-4	10%
CC(C)c1ccc(/C=C/C(=O)N2CCCCCC2)cc1	11%	-3%	-2	-2	5%	8%	/	0	?	13%
N#CC1=C(N)S[C@@H](C(=O)c2ccc(F)cc2)[C@@H]1c1cccs1	?	1%	0	-4	-1%	-3%	-2%	-7	2	/
COC(=O)c1cc2cc(Cl)ccc2nc1SC	/	1%	1	-10	0%	6%	8%	0	-1	2%
CCCC(c1nnnn1C1CCCC1)N1CCN(C(=O)c2ccco2)CC1 (stereo not given)	-11%	21%	9	-6	3%	-13%	1%	0	3	-1%
COc1cccc(CNC(=O)C2CCN(S(=O)(=O)c3ccc4c(c3)NC(=O)C(C)S4)CC2)c1 (stereo not given)	1%	25%	-2	-27	-1%	2%	-5%	3	-3	-3%
CCCCn1nnnc1SCC(=O)Nc1cccc(C)n1	-7%	-6%	4	3	0%	0%	0%	1	16	11%
COc1cc(C(=O)Nc2ccc(F)cc2Cl)ccc1OCC(=O)N1CCOCC1	/	/	0	-5	-3%	1%	/	/	-2	6%
O=C(O)c1ccc2c(c1)-c1cc(C(=O)O)ccc1S2(=O)=O	?	-10%	-6	-12	5%	15%	-8%	4	1	-3%
CCOc1ccc(/C=C2\SC(=S)N(NC(=O)c3ccncc3)C2=O)cc1OC	?	56%[activator]	-4	6	?	23%	-4%	9	4	-9%
COc1cc(-c2nc(Cc3c(F)cccc3Cl)no2)cc(OC)c1OC	10%	-6%	8	-8	-1%	-11%[7.66 µM]	2%	0	?	0%
Fc1ccc(CN2CCCCCC2)c(F)c1	-1%	2%	5	-15	2%	8%	0%	2	3	-5%
CCCN1CCN(C(=O)c2noc3c2COc2ccc(C)cc2-3)CC1	2%	/	0	2	6%	1%	/	-5	15	2%
O=C(CSc1nc(O)c(C2CCCCC2)c(=O)[nH]1)Nc1ccccc1Cl	-2%	8%	-11	-2	-2%	?	-2%	4	-2	2%
O=C(COc1ccccc1)NCC(=O)N/N=C/c1ccc(O)cc1O	12%	-20%	-1	12	74%[activator]	-26%	1%	2	-1	-32%
CCCn1c(SCC(=O)N(C)CC(=O)Nc2ccc(Cl)cc2)n[nH]c1=O	/	/	10	16	-2%	-17%	/	/	0	9%
Cc1ccc(S(=O)(=O)NCc2ccc(N3CCN(C(=O)OC(C)(C)C)CC3)cc2)cc1	-9%	?	-5	5	2%	?	-5%	-1	1	3%
O=C(NCC(c1cccnc1)N1CCN(c2ccccc2)CC1)OCc1ccccc1 (stereo not given)	-3%	7%	5	-35	0%	-24%	-2%	-4	0	-2%

Limited to MBNL1 CUG block, for some of the entries so far:
SMILES	MBNL1 CUG block
O=C(O)c1ccc2c(c1)-c1cc(C(=O)O)ccc1S2(=O)=O	?
CCOc1ccc(/C=C2\SC(=S)N(NC(=O)c3ccncc3)C2=O)cc1OC	?

In a second layout: 2 of the compounds above.
| Structure | MBNL1 CUG block | CXXC DNA block | KCNH2 WT inh | KCNH2 3.1 block | S-ASM inh | Integrin act MD | GALK inh | Coupling enz | TRPV1 agonist | A-T KAP1 phos |
| --- | --- | --- | --- | --- | --- | --- | --- | --- | --- | --- |
| CCCN1CCN(C(=O)c2noc3c2COc2ccc(C)cc2-3)CC1 | 2% | / | 0 | 2 | 6% | 1% | / | -5 | 15 | 2% |
| O=C(COc1ccccc1)NCC(=O)N/N=C/c1ccc(O)cc1O | 12% | -20% | -1 | 12 | 74%[activator] | -26% | 1% | 2 | -1 | -32% |
